Scp-1 inhibitor = inhibitors of human Scp-1 phosphatase; AID 493091; Recombinant Scp1, phosphopeptide, malachite green phosphate absorbance; inhibition, % at 20 µM; Q9GZU7; 0.88% of 340,000 active;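 active = inhibition above about 50% at 20 µM, limit read from the data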;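 also: plate controls were DMSO wells with enzyme for no effect and wells lacking enzyme for full effect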
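Test system: SCP-1 phosphatase catalytic domain, residues 76-261 | Compound dosing: One concentration, 20 µM, with 1.0% DMSO | Schedule: 45 min room-temperature reaction, 5 min colour, 30 min stabiliser | Detection: Absorbance at 630 nm | Read-out basis: % inhibition of SCP-1 phosphate liberation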
LMPTP block = LMPTP (human) inhibition. 0.22% of 360,000 active. inhibition, % at 20 µM. P24666. recombinant LMPTP-A, OMFP fluorogenic substrate, fluorescence intensity;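 active = compounds that cut the enzyme signal by at least half of the control window in the single-dose screen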;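 also: plate controls were DMSO wells with enzyme plus substrate for no effect and substrate without enzyme for full effect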
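Material: LMPTP-A; amount: 0.625 nM enzyme; doses: single 20 µM dose; times: reaction 50 min, room temperature, dark; technique: fluorescence intensity of OMFP turnover product; benchmarks: no-enzyme and uninhibited controls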
SKN-1 block = blocks SKN-1 activity in C. elegans; C. elegans VP596 Pgst-4::GFP/RFP ratio, acrylamide-induced, 24 h; inhibition, % at 21.8 µM; 0.49% of 360,000 active;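 active = interference check ratio from 0.5 to 1.5 plus GFP to RFP signal ratio inhibition reaching or exceeding a fixed threshold, cut at about 30% in these data, passing the limit was not always enough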; also: some compounds called inactive have numbers as strong as hits
NadD inh = blocks S. aureus nicotinate mononucleotide adenylyltransferase. 0.78% of 360,000 active. purified NadD enzyme, colorimetric absorbance read-out. AID 602399. inhibition, % at 20 µM; in the data active = inhibition above about 26%; also: some compounds past the cut are filed as inactive
STEP block = inhibitors of human striatal-enriched phosphatase STEP. P54829. recombinant STEP, OMFP fluorogenic substrate, fluorescence. inhibition, % at 20 µM. 0.25% of 360,000 active. AID 588621;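 active = inhibition at 20 µM, scaled per plate between control wells, above about 37%, limit read from the data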;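 also: 0% = DMSO with enzyme and substrate and 100% = substrate only without enzyme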
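Material: STEP (striatal-enriched tyrosine phosphatase) enzyme, cell-free; Compound dosing: 20 µM single dose in 1% DMSO; Technique: fluorescence read at 480 nm ex / 540 nm em; Times: reaction 20 min, ambient temperature; Medium: 50 mM Bis-Tris pH 6.0 with 2.5 mM DTT and 0.005% Tween 20; Also added: OMFP at 25 µM.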
DNMT1 block = DNMT1 (human) enzyme inhibition. P26358. DNMT1 molecular beacon, Hinp1I cleavage, fluorescence. inhibition (reported as % activation of signal), % at 10 µM. 0.83% of 360,000 active. AID 588458; in the data active = inhibition above about 50%
SUMO1-SIM PPI = SUMO1-SIM interaction modulation. SUMO1 binding to a labelled peptide, TR-FRET, 1 h. inhibition, % at 20 µM. P63165. 0.33% of 360,000 active; in the data active = inhibition above about 37%
Target sequence (P63165 whole entry, looked up): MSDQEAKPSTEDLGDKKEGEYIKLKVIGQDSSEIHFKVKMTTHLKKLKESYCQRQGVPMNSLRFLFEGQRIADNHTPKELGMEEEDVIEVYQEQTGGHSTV
Rpn11 block = inhibitors of human proteasome Rpn11; 0.59% of 360,000 active; calls only at 20 µM; human 26S proteasome, Ub4-pepOG fluorescence polarization; 20S core pre-blocked with epoxomicin; AID 588493; O00487;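 active = inhibition at 20 µM, scaled to each plate's controls, above about 33%, limit read from the data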
NRP1-CendR mod = alters CendR peptide binding to human NRP-1 | 0.85% of 360,000 active | FAM-RPARPAR peptide binding to NRP-1, fluorescence polarization | AID 602438 | inhibition, % at 25 µM | O14786;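 active = inhibition or corrected inhibition above about 18%, plus a signal ratio from 0.5 to 1.5, limit read from the data, passing the limit was not always enough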; also: strong numbers were not always called active
Target sequence (O14786 whole entry, looked up): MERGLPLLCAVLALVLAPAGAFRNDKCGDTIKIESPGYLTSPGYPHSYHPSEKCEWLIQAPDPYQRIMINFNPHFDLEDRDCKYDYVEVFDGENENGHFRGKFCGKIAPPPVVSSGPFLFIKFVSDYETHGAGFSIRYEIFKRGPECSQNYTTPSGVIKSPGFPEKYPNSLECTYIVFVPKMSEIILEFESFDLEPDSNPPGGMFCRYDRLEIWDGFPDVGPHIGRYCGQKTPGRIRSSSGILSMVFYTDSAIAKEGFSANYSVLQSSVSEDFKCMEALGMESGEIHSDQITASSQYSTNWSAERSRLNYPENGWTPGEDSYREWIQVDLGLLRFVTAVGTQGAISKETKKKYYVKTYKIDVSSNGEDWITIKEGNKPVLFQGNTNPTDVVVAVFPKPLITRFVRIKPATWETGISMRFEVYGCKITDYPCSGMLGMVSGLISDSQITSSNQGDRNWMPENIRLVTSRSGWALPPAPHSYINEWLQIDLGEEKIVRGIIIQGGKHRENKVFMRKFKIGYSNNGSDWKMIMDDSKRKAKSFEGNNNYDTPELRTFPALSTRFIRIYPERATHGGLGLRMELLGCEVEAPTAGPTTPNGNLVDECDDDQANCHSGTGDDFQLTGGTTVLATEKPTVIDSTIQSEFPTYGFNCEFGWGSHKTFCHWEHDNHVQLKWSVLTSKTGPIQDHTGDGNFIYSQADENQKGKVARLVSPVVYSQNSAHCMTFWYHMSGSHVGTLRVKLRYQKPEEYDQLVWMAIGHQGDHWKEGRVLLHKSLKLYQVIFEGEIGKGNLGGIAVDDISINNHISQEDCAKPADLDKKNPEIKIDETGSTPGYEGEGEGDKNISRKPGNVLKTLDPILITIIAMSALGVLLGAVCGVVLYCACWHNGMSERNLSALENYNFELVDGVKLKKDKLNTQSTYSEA
MT1-MMP act inh = inhibitors of human MT1-MMP activation; 0.061% of 360,000 active; GFP/RFP ratio change, % at 20 µM; AID 651647; P50281; HT1080 RFP-PRO-GFP cells, GFP/RFP ratio fluorescence, overnight; percent of plate control window, DMSO zero;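 active = GFP/RFP ratio change of at least 30% with cell ATP level not reduced by more than half and red fluorescence within 50% of control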; also: strong numbers were not always called active
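Material: RFP-PRO-GFP reporter HT1080 cells. Dosing: single-point 20 µM compound, 1% DMSO. Controls: DMSO and RFP-L50D-GFP cell wells. Timing: cells overnight before dosing, compound overnight, 37 °C, 5% CO2. Measure: GFP/RFP fluorescence ratio.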
* hit, by the source's call; i = inactive; · = no result given.

structure,Scp-1 inhibitor,LMPTP block,SKN-1 block,NadD inh,STEP block,DNMT1 block,SUMO1-SIM PPI,Rpn11 block,NRP1-CendR mod,MT1-MMP act inh
O=C(Nc1cccnc1)c1cc(-c2cccs2)on1,-2,-1.3,1,-5,9,-7,2,i,-38,1
CC1(C)CC(NC(=O)C(=O)NCCc2ccccc2)CC(C)(C)N1,-11,-0.8,1,-4,-2,-2,-3,i,2,-2
Cc1nc2ccccc2c2nc(NC(=O)Cc3ccccc3)nn12,2,1.0,1,-4,-3,-1,1,i,-7,7
c1ccc2c(CSCc3nc4ccccc4[nH]3)cccc2c1,-8,1.6,16,0,-3,-5,-3,i,-4,7
CC(C)(C)OC(=O)N1CCCC(C(=O)Nc2ccc(C(=O)N3CCCC3)cc2)C1 (stereo not drawn),-6,-1.5,-1,-2,0,3,4,i,-5,6
CN(Cc1cccc(Cl)c1Cl)CC(O)COc1ccccc1 (stereo not drawn),-1,0.2,2,-14,1,-5,-5,i,8,0
Cc1cc(C)c(OCCn2ccnc2)c(C)c1,11,-0.6,14,2,0,1,2,i,-13,2
Cc1noc(C)c1COc1ccc(C(=O)OCC(=O)OC(C)(C)C)cc1,-1,0.2,-3,-5,-1,10,-3,i,2,-2
CC(=O)c1cccc(NC(=O)C2CCCN2S(=O)(=O)c2cccc3cccnc23)c1 (stereo not drawn),3,-1.8,-8,8,0,12,1,i,3,-11
NC(=O)c1ccsc1NC(=O)COC(=O)Cc1ccc(F)cc1,·,1.5,17,-1,-1,-9,9,i,-2,0
Cc1cc(Br)cc2c(C(=O)NCC3CCCO3)cc(-c3ccccc3)nc12 (stereo not drawn),9,5.2,8,-3,2,4,0,i,-5,1
CCN1CCN(C(c2ccccc2)c2nnnn2CCc2ccc(OC)c(OC)c2)CC1 (stereo not drawn),-5,-2.7,-1,-11,-2,3,-5,i,6,-1
COc1ccc(C(C(=O)NCc2ccccc2)n2c(=O)c(-c3ccccc3)nc3ccccc32)cc1 (stereo not drawn),·,2.3,1,·,·,·,-13,·,0,-9
O=C(Nc1ccc(Cl)cc1)NC1CCS(=O)(=O)C1 (stereo not drawn),0,0.7,-12,0,0,1,-3,i,-1,5
O=C(c1ccco1)N1CCN(S(=O)(=O)c2ccccc2)CC1,-8,1.7,15,7,-1,1,2,i,7,0
CN(C(=O)COC(=O)/C=C/c1ccc(C(F)(F)F)cc1)C1CCS(=O)(=O)C1 (stereo not drawn),-2,-1.1,19,1,3,0,-26,i,13,0
COc1ccc(N2CCN(C(=O)c3ccc(Br)cc3)CC2)c([N+](=O)[O-])c1,-7,1.2,5,-1,1,-2,-28,i,16*,5
COc1ccc(-c2cc(NC=O)c3ncc(-c4cc(OC)c(OC)c(OC)c4)n3c2)c(OC)c1,·,3.1,20,-8,2,-22,-9,i,-9,15
COC(=O)c1ccc(OC)c(CSc2nnc(COc3ccc(OC)cc3)o2)c1,-16,3.3,-1,-9,1,-4,-3,i,-2,-5
Cc1ccc(S(=O)(=O)NC(CC(C)C)C(=O)N2CC(C)OC(C)C2)cc1 (stereo not drawn),-7,0.0,8,2,-2,1,-3,i,9,-1
COc1ccc(NC(=O)CN(C)C(=O)CNC(=O)c2cccs2)cc1,-10,0.2,-2,-5,2,4,6,i,6,0
COc1ccccc1NC(=S)NC(NC(C)=O)C(Cl)(Cl)Cl (stereo not drawn),-1,-2.2,0,0,2,-2,0,i,-13,-4
COc1ccc(COC(=O)CCc2cc(OC)c(OC)c(OC)c2)cc1F,-3,-0.8,-12,0,-3,1,-1,i,11,-2
Cc1c(CC(=O)N2CCC(O)CC2)c(=O)oc2cc3c(cc12)CCC1(CCCCC1)O3,·,-1.4,8,-4,-2,-4,-7,i,-6,7
O=C(OCC(=O)N1CCC(Cc2ccccc2)CC1)c1ccccc1NCCO,-5,1.2,-22,-6,3,-3,6,i,6,-5
O=C(COc1ccc(F)cc1)Nc1nc(-c2cccnc2)cs1,·,1.5,4,-2,10,8,15,i,2,2
CCN(CC)c1ccc(NC(=O)CN(C)Cc2cccs2)cc1,-2,6.1,13,1,1,-7,-2,i,-8,3
COc1ccc(Cl)cc1NS(=O)(=O)c1cccc(C(=O)NCC2(N(C)C)CCCCC2)c1,1,-0.4,8,-3,0,0,0,i,10,-1
O=C1CN(C(=O)/C=C/c2cc(Br)ccc2F)CCN1,1,-1.4,6,-3,-2,0,-8,i,-8,2
Oc1ccc(/C=N/N2CCN(Cc3ccccc3)CC2)cc1,4,-0.7,-2,9,1,-1,3,i,-3,5
Cc1ccc(S(=O)(=O)Nc2ccc(NC(=O)c3cccnc3)cc2)cc1,-6,-0.5,-21,-4,1,0,1,i,-13,3
c1ccc(Cn2ncc3c(N4CCOCC4)ncnc32)cc1,4,-2.3,21,0,1,2,-2,i,4,6
CN(/N=C/c1cccs1)c1cc(=O)n(C)c(=O)[nH]1,-4,-0.3,26,-1,-1,-6,-8,i,2,-3
CS(=O)(=O)c1ccc2nc(NC(=O)c3ccc(Cn4cc(Br)cn4)o3)sc2c1,-7,3.8,-10,6,0,2,5,i,4,2
C/C=C/C(=O)OCC(=O)Nc1ccc(OC)c(OC)c1,-1,-2.0,6,0,-1,-1,1,i,-3,-1
CCc1ccc(NC(=O)CSc2nnnn2C)cc1,2,-1.5,18,0,-3,1,1,i,2,4
COc1ccc(-n2c(CN3CCN(C)CC3)nc3ccc([N+](=O)[O-])cc3c2=O)c(OC)c1,-4,-3.8,-16,-6,-2,-2,-37,i,1,-6
CCOc1ccc(-n2c(=S)sc3c(=O)[nH]c(SCC(=O)NCc4ccco4)nc32)cc1,43,0.0,1,10,3,33,1,i,-14,-2
O=C(COC(=O)/C=C/c1ccc(Cl)cc1Cl)Nc1cc(C(F)(F)F)ccc1N1CCOCC1,-5,0.6,-2,-1,4,17,3,i,-8,-8
O=C(NCc1ccccn1)/C(=C/c1ccco1)NC(=O)c1ccccc1,-2,-2.7,5,0,2,-3,-1,i,-13,-1

Full records, looked up by structure. Order of values: Scp-1 inhibitor | LMPTP block | SKN-1 block | NadD inh | STEP block | DNMT1 block | SUMO1-SIM PPI | Rpn11 block | NRP1-CendR mod | MT1-MMP act inh
CCOc1ccc(-n2c(=S)sc3c(=O)[nH]c(SCC(=O)NCc4ccco4)nc32)cc1 as listed: 43 | 0.0 | 1 | 10 | 3 | 33 | 1 | i | -14 | -2
COc1ccc(-n2c(CN3CCN(C)CC3)nc3ccc([N+](=O)[O-])cc3c2=O)c(OC)c1 as listed: -4 | -3.8 | -16 | -6 | -2 | -2 | -37 | i | 1 | -6
O=C(COC(=O)/C=C/c1ccc(Cl)cc1Cl)Nc1cc(C(F)(F)F)ccc1N1CCOCC1 as listed: -5 | 0.6 | -2 | -1 | 4 | 17 | 3 | i | -8 | -8
CCc1ccc(NC(=O)CSc2nnnn2C)cc1 as listed: 2 | -1.5 | 18 | 0 | -3 | 1 | 1 | i | 2 | 4

Going on with the list:
structure,Scp-1 inhibitor,LMPTP block,SKN-1 block,NadD inh,STEP block,DNMT1 block,SUMO1-SIM PPI,Rpn11 block,NRP1-CendR mod,MT1-MMP act inh
O=[N+]([O-])c1cccnc1Sc1n[nH]c(-c2ccc(Cl)cc2)n1,-11,1.1,-3,-4,0,-1,-23,i,-23,6
CC1(C)CC(=O)C(C=NCC(O)c2ccccc2)=C(O)C1 (stereo not drawn),-5,-2.0,-3,-3,1,5,-1,i,10,-1
CC(C)(C)c1ccc(CC(=O)N2CCC2(C)C(=O)Nc2cccc3ccccc23)cc1 (stereo not drawn),·,5.4,12,-2,1,-10,1,i,0,3
O=C(Cc1cccc(C(F)(F)F)c1)Nc1ccccc1,-9,0.0,4,-3,1,-2,6,i,0,3
CCC(C)NC(=O)CN1C(=O)NC2NC(=O)NC21 (stereo not drawn),-4,-2.0,-9,-8,-3,1,2,i,-2,-1
COc1cc(-c2nnc(CSc3nnc(Nc4ccc(Oc5ccccc5)cc4)s3)o2)cc(OC)c1OC,-5,3.7,7,-1,-1,-17,3,i,-13,-2
C=C1C(=O)N(C)CCC1C(CC)C(=O)OC (stereo not drawn),·,-0.2,13,5,0,1,-6,i,6,0
CCCC(O)(c1ccccc1)C(CN1CCOCC1)c1ccccc1 (stereo not drawn),-3,-0.5,-2,-5,1,0,5,i,9,-10
O=C(CSc1nnnn1-c1cccc2ccccc12)Nc1ccc(C(=O)O)cc1,-4,-0.6,-6,0,0,0,3,i,2,2
c1ccc(OCCOCCN2CCOCC2)cc1,-4,-0.4,5,-3,-4,2,4,i,-8,4
CCOC(=O)C(=O)N1CCN(c2cc3c(cc2[N+](=O)[O-])n(C)c(=O)n3C)CC1,-5,-1.2,12,0,-1,2,-26,i,-9,1
COc1cccc(C(=O)Nc2cc(=O)n(C)c(=O)n2C)c1OC,-15,-1.1,4,5,1,5,1,i,-6,10
CC(=O)Nc1cccc(NC(=O)CSc2nc(C3CC3)nc3ccccc23)c1,-1,0.7,6,-2,-2,1,5,i,-6,-4
Cc1c(N=Cc2cccs2)c(=O)n(-c2ccccc2)n1C,-4,-1.0,0,6,1,-4,-10,i,-6,3
N=C(N)Cc1ccccc1Sc1ccccc1,-6,-1.1,11,-3,0,7,12,i,-7,1
CCOC(=O)c1ccccc1NC(=O)c1ccc(Cl)c(S(=O)(=O)N2CCOCC2)c1,-7,2.6,-14,1,1,-5,2,i,-14,5
COc1cccc(CC2(CO)CCCN(C/C=C/c3ccccc3OC)C2)c1 (stereo not drawn),1,-1.0,7,-4,2,-2,1,i,-4,-3
Cc1ccc(-c2cc(C(=O)N/N=C/c3c(C)nn(-c4ccccc4)c3C)[nH]n2)cc1,·,3.7,47*,3,2,-10,1,i,2,15
O=[N+]([O-])c1cccc(NC(=S)N2CCc3ccccc3C2)c1,-6,6.3,6,0,4,1,-16,i,-6,2
NS(=O)(=O)c1ccc(NNC(=O)c2ccccc2C(=O)O)cc1,-11,-2.1,16,-6,-2,-4,-13,i,0,0
O=C(NCc1ccccc1C(F)(F)F)c1cccc2c1C(=O)c1ccc(N3CCOCC3)cc1S2(=O)=O,0,-2.0,0,-4,0,62*,-2,i,-54,-15
Cc1nc(/N=C\N(C)C)sc1C(=O)Nc1ccccc1,1,-1.2,4,1,1,5,-2,i,10,7
Cc1ccccc1NC(=O)Cn1cc(C(=O)C2CC2)c2ccccc21,1,-0.2,-2,-5,-3,-2,-2,i,-6,3
CC(C)c1ccc2c(c1)C(c1ccc(N3CCOCC3)cc1)=NNC(c1cccs1)=N2,0,4.4,24,29,2,-9,2,·,-19,-22

Assay outcomes (PubChem)
